# PPARg SRC3 recr – promotes SRC-3 coactivator recruitment by human PPARgamma; actives 0.26% (n = 200,000); biochemical PPARgamma/SRC-3 coactivator recruitment assay; P37231; activation, % at 8 µM; in the data active = activation above about 23%;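 also: 0% = DMSO and 100% = reference agonist; some compounds past the cut are filed as inactive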
# Target sequence (P37231 whole entry, looked up): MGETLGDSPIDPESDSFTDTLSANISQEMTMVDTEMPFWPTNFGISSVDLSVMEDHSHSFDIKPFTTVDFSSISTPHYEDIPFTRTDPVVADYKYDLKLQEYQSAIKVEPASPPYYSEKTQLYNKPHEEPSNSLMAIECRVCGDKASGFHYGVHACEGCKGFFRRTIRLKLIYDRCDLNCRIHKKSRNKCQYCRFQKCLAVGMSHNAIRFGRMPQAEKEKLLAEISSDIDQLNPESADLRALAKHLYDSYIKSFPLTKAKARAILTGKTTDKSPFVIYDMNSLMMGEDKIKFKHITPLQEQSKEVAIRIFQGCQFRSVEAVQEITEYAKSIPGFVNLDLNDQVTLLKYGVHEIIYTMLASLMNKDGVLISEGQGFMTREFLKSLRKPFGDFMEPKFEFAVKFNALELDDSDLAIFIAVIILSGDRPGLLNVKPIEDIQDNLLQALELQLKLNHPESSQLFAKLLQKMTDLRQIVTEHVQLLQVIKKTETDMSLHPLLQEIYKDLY
# Efa HMGR inh – E. faecalis class II HMG-CoA reductase inhibition; purified E. faecalis HMGR, NADPH absorbance 340 nm kinetic; inhibition, % at 10 µM; actives 0.41% (n = 190,000);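 active = inhibition above a set limit, the median over all tested compounds plus 3 SD, cut at about 9.5% in these data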;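 also: enzyme runs in reverse so mevalonate oxidation gives rising NADPH absorbance; 0% = complete reaction with DMSO and 100% = background rate lacking mevalonate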
# TR-FRET SRC-2 ct – flags TR-FRET format artefacts in PPARgamma SRC-2 recruitment agonist screen. actives 0.4% (n = 200,000). TR-FRET ratio at 8 µM. TR-FRET artefact counter-screen; hits give high values; in the data active = TR-FRET ratio above about 2000; also: inactives centre near 1500
# TNAP act hi DEA – TNAP (human) activation, high acceptor | P05186 | 200,000 tested, under 10 active | purified TNAP, CDP-star luminescence, 1 M DEA, 30 min; hits give high values; 0 = EDTA background, 1 = DMSO-only activity | AID 1136 | activation factor at 20 µM;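 active = activation factor at least 2 at 20 µM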
# Target sequence (P05186 whole entry, looked up): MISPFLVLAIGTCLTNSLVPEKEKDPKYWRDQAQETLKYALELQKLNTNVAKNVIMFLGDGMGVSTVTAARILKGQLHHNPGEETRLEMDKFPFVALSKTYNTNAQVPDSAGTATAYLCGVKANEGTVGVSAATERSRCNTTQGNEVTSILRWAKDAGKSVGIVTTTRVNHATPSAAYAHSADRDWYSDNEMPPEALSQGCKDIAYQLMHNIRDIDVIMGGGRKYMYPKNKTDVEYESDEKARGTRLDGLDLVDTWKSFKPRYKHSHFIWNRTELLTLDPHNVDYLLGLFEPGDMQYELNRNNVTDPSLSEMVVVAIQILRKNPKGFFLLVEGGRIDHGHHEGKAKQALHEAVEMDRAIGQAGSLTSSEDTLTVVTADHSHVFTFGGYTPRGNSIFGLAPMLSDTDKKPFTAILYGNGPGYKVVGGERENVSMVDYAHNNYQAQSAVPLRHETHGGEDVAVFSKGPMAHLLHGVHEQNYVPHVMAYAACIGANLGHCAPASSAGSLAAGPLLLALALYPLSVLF
#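 Dosing: 20 µM single point. System: human TNAP. Amount: TNAP 1/800 final. Incubation: 30 min, room temperature. Read-out: TNAP activation factor scaled between EDTA and DMSO control wells. Signal: luminescence from CDP-star hydrolysis. Medium: 1 M DEA, pH 9.8, Mg2+, Zn2+. Control set: EDTA negative control, DMSO positive control.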
# PPARg SRC2 recr – promotes SRC-2 coactivator recruitment by human PPARgamma. P37231. actives 0.34% (n = 200,000). PPARgamma LBD-SRC-2 recruitment, biochemical. activation, % at 8 µM; in the data active = activation above about 22%;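 also: 0% = vehicle and 100% = reference agonist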
# PPARg SRC-1 ag – promotes SRC-1 coactivator recruitment by human PPARgamma; activation, % at 8 µM; actives 0.41% (n = 200,000); PPARgamma-SRC-1 coactivator recruitment biochemical assay; in the data active = activation above about 19%;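 also: 0% = DMSO and 100% = reference agonist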
# TNAP inh no acc – blocks human TNAP activity with no phosphate acceptor present | AID 1012 | inhibition, % at 20 µM | purified TNAP, CDP-star luminescence, 30 min | P05186 | actives 0.26% (n = 200,000);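 active = tissue-nonspecific alkaline phosphatase inhibition above about 50% at 20 µM in the single-dose screen, limit read from the data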;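 also: 0% = DMSO negative control and 100% = EDTA positive control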
# TNAP inh hiacc – blocks human TNAP under high phosphate acceptor concentration | inhibition, % at 20 µM | P05186 | purified TNAP, CDP-star luminescence, 1 M DEA | actives 0.03% (n = 200,000);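 active = over 50% inhibition of tissue-nonspecific alkaline phosphatase at 20 µM in the single-dose screen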;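 also: plate controls were DMSO wells for no effect and EDTA-quenched wells as full inhibition for full effect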
# bIAP inh – intestinal alkaline phosphatase (bovine) inhibition | 190,000 tested, under 10 active | AID 1019 | purified bovine IAP, CDP-star luminescence, 30 min | inhibition, % at 20 µM;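 active = over 50% inhibition of intestinal alkaline phosphatase at 20 µM in the single-dose screen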
#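 test system = bovine IAP enzyme | medium = DEA buffer 100 mM, pH 9.8, with MgCl2 1.0 mM, ZnCl2 0.02 mM | detection = luminescence | dosing = single compound dose of 20 µM, 2% DMSO final | incubation = 30 min reaction at room temperature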
# bIAP activator – intestinal alkaline phosphatase (bovine) activation | purified bovine IAP, CDP-star luminescence, 30 min; hits give high values; fold of DMSO-control signal, blank-subtracted | actives 0.17% (n = 200,000) | activation factor at 20 µM;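 active = activation factor of 2 or more at 20 µM, a signal rise over negative controls twice the positive control's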
# Active calls of the source: *; nt = no result given.
SMILES,PPARg SRC3 recr,Efa HMGR inh,TR-FRET SRC-2 ct,TNAP act hi DEA,PPARg SRC2 recr,PPARg SRC-1 ag,TNAP inh no acc,TNAP inh hiacc,bIAP inh,bIAP activator
CCN1CCCC1CNCc1cccc(OC)c1OCc1ccccc1 (stereo not drawn),2,-3,1695,1,16,2,-7,-3,5,0.9
O=C1C2C3C=CC(CC3)C2C(=O)N1c1ccc2c(c1)OCO2 (stereo not drawn),8,-2,1438,1,7,2,-13,-3,14,0.9
N#CCCN(CCN1CCCC1)S(=O)(=O)c1ccc(-c2ccc([N+](=O)[O-])cc2)cc1,7,-4,1454,1.1,-5,8,-10,-8,11,0.9
CC(=O)NC12CC3CC(C1)CC(C(=O)Nc1nccs1)(C3)C2,2,-5,1606,1.1,5,3,-20,-7,9,0.9
CC1CCN(C(=O)c2ccc3c(c2)OCCO3)CC1,-1,-7,1391,0.9,-1,-4,-3,7,8,0.9
Cc1cc(SCC(=O)OCC(=O)N2CCN(C(=O)c3ccco3)CC2)c(C)cc1Br,6,-2,1559,1,3,7,-2,4,3,1
Cc1ccc(CNC(N)=S)cc1,19,-6,1708,1.1,15,10,-9,-7,17,0.8
O=C(CO/N=C/c1ccc(OC(F)F)cc1)N1CCc2ccccc21,-3,-1,1508,1,-6,4,-2,3,-1,1
O=C(c1cc(-c2ccccc2)on1)N1CCCC1,-5,4,1367,1,4,-1,3,1,0,1
COC(=O)c1cn(NC(=O)c2cnccn2)c(=O)c2ccccc12,0,0,1540,1,4,10,-16,4,-4,1
COc1ccc(C2=CC(=O)OC3(CCCCC3)O2)cc1,-12,-3,1654,1,-3,9,-5,0,4,1
COc1ccc(CNC(=O)CN(C(=O)c2cc3sccc3n2C)C2CCCC2)cc1,5,-5,1501,1,-1,4,-2,-5,0,1
CCC(c1nnnn1C1CCCC1)N(Cc1cccs1)Cc1cc2cc(C)ccc2[nH]c1=O (stereo not drawn),3,1,1459,1.1,2,2,-7,-7,2,1
CC(=O)c1c(C)[nH]c(C(=O)Nc2cc(C)cc(C)c2)c1C,-7,-4,1446,1,1,-1,-13,-2,4,1
CC(NC(=O)Nn1cnnc1)(C(F)(F)F)C(F)(F)F,-2,-5,1477,1.1,-6,-2,-2,-12,7,0.9
O=C1CN(S(=O)(=O)c2cc(Cl)ccc2Cl)CCN1,-3,-4,1595,1,-3,-3,-10,-2,1,1
Cc1cc(C)n2c(SCc3ccccc3Cl)nnc2n1,-1,-6,1602,1.1,5,4,1,-8,8,0.9
COc1cc(OC)cc(C(=O)N[C@H](C(=O)OCC(=O)Nc2ccc(C(N)=O)cc2)C(C)C)c1,5,-2,1665,1,11,9,-3,-3,6,0.9
CCCCNC(=O)CCCn1c(=O)[nH]c2ccc(Br)cc2c1=O,-1,4,1547,1,9,1,-4,-1,0,1
COc1ccc(C(C(=O)NC2CCCCC2)N(C(=O)c2cccs2)c2ccc3c(c2)OCO3)cc1 (stereo not drawn),0,-6,1580,1,1,3,-11,-4,-5,1
O=C(Cc1cccs1)N1CCN=C1SCc1ccccc1F,3,-4,1521,1,3,0,-7,-4,0,1
CCN(CC)C(=O)c1cnn(-c2ccccc2)c1NC(=O)c1ccco1,3,2,1459,1,5,-2,-5,0,-2,1
CCc1c(C)nc2ncnn2c1NCCc1ccc(OC)cc1,6,-1,1369,1,1,1,-12,-4,-2,1
CS(=O)(=O)N1CCCC(C(=O)Nc2ccc(F)cc2F)C1 (stereo not drawn),0,3,1638,1,4,2,-7,-2,1,1
CCOC(=O)C1CCN(CC(=O)Nc2c(C(=O)OC)[nH]c3cccc(Cl)c23)CC1,2,-1,1448,1,8,10,-11,-3,-3,1

# 16 of the compounds above, with bars between the fields.
SMILES | PPARg SRC3 recr | Efa HMGR inh | TR-FRET SRC-2 ct | TNAP act hi DEA | PPARg SRC2 recr | PPARg SRC-1 ag | TNAP inh no acc | TNAP inh hiacc | bIAP inh | bIAP activator
COC(=O)c1cn(NC(=O)c2cnccn2)c(=O)c2ccccc12 | 0 | 0 | 1540 | 1 | 4 | 10 | -16 | 4 | -4 | 1
COc1ccc(C2=CC(=O)OC3(CCCCC3)O2)cc1 | -12 | -3 | 1654 | 1 | -3 | 9 | -5 | 0 | 4 | 1
COc1ccc(CNC(=O)CN(C(=O)c2cc3sccc3n2C)C2CCCC2)cc1 | 5 | -5 | 1501 | 1 | -1 | 4 | -2 | -5 | 0 | 1
CCC(c1nnnn1C1CCCC1)N(Cc1cccs1)Cc1cc2cc(C)ccc2[nH]c1=O (stereo not drawn) | 3 | 1 | 1459 | 1.1 | 2 | 2 | -7 | -7 | 2 | 1
CC(=O)c1c(C)[nH]c(C(=O)Nc2cc(C)cc(C)c2)c1C | -7 | -4 | 1446 | 1 | 1 | -1 | -13 | -2 | 4 | 1
CC(NC(=O)Nn1cnnc1)(C(F)(F)F)C(F)(F)F | -2 | -5 | 1477 | 1.1 | -6 | -2 | -2 | -12 | 7 | 0.9
O=C1CN(S(=O)(=O)c2cc(Cl)ccc2Cl)CCN1 | -3 | -4 | 1595 | 1 | -3 | -3 | -10 | -2 | 1 | 1
Cc1cc(C)n2c(SCc3ccccc3Cl)nnc2n1 | -1 | -6 | 1602 | 1.1 | 5 | 4 | 1 | -8 | 8 | 0.9
COc1cc(OC)cc(C(=O)N[C@H](C(=O)OCC(=O)Nc2ccc(C(N)=O)cc2)C(C)C)c1 | 5 | -2 | 1665 | 1 | 11 | 9 | -3 | -3 | 6 | 0.9
CCCCNC(=O)CCCn1c(=O)[nH]c2ccc(Br)cc2c1=O | -1 | 4 | 1547 | 1 | 9 | 1 | -4 | -1 | 0 | 1
COc1ccc(C(C(=O)NC2CCCCC2)N(C(=O)c2cccs2)c2ccc3c(c2)OCO3)cc1 (stereo not drawn) | 0 | -6 | 1580 | 1 | 1 | 3 | -11 | -4 | -5 | 1
O=C(Cc1cccs1)N1CCN=C1SCc1ccccc1F | 3 | -4 | 1521 | 1 | 3 | 0 | -7 | -4 | 0 | 1
CCN(CC)C(=O)c1cnn(-c2ccccc2)c1NC(=O)c1ccco1 | 3 | 2 | 1459 | 1 | 5 | -2 | -5 | 0 | -2 | 1
CCc1c(C)nc2ncnn2c1NCCc1ccc(OC)cc1 | 6 | -1 | 1369 | 1 | 1 | 1 | -12 | -4 | -2 | 1
CS(=O)(=O)N1CCCC(C(=O)Nc2ccc(F)cc2F)C1 (stereo not drawn) | 0 | 3 | 1638 | 1 | 4 | 2 | -7 | -2 | 1 | 1
CCOC(=O)C1CCN(CC(=O)Nc2c(C(=O)OC)[nH]c3cccc(Cl)c23)CC1 | 2 | -1 | 1448 | 1 | 8 | 10 | -11 | -3 | -3 | 1

# 3 entries from above, arranged by heavy-atom count, high to low:
SMILES,PPARg SRC3 recr,Efa HMGR inh,TR-FRET SRC-2 ct,TNAP act hi DEA,PPARg SRC2 recr,PPARg SRC-1 ag,TNAP inh no acc,TNAP inh hiacc,bIAP inh,bIAP activator
COc1cc(OC)cc(C(=O)N[C@H](C(=O)OCC(=O)Nc2ccc(C(N)=O)cc2)C(C)C)c1,5,-2,1665,1,11,9,-3,-3,6,0.9
CCc1c(C)nc2ncnn2c1NCCc1ccc(OC)cc1,6,-1,1369,1,1,1,-12,-4,-2,1
O=C(Cc1cccs1)N1CCN=C1SCc1ccccc1F,3,-4,1521,1,3,0,-7,-4,0,1

# More results follow.
SMILES,PPARg SRC3 recr,Efa HMGR inh,TR-FRET SRC-2 ct,TNAP act hi DEA,PPARg SRC2 recr,PPARg SRC-1 ag,TNAP inh no acc,TNAP inh hiacc,bIAP inh,bIAP activator
O=[N+]([O-])c1ccc(C(=S)N2CCN(c3ccc(F)cc3)CC2)cc1,-4,-1,1181,1,-6,-4,-5,-1,10,0.9
CCCn1c(SCC(=O)Nc2nc3c(s2)CCCC3)nc2c1c(=O)n(C)c(=O)n2C,8,-3,1557,1,8,3,-8,0,13,0.9
CCc1cc2c(=O)n(CCC(C)C)c(=S)[nH]c2s1,10,-1,1976*,1.1,8,11,-5,-6,1,1
Cc1nc2nc(SCC(=O)NCc3ccco3)nn2c(C)c1Cc1c(F)cccc1Cl,-12,-2,1710,1,8,5,3,-4,-5,1.1
Cc1ccc(NC(=O)COC(=O)Cn2cnc3c2c(=O)n(C)c(=O)n3C)c(Cl)c1,-1,-6,1697,1.1,0,-8,-8,-6,9,0.9
C=CCn1c2ccccc2c2nnc(SCc3[nH]c(=O)[nH]c3C(=O)CCCCC(=O)OCC)nc21,5,0,1430,1,2,-4,-14,4,10,0.9
O=C(COc1ccc(Cl)cc1)Nc1ccccc1C(=O)NCc1ccco1,6,-1,1746,1.1,4,4,-6,-6,27,0.7
Cc1cc(OCc2nnc(SC(C)C(=O)O)n2Cc2ccccc2)ccc1Cl (stereo not drawn),5,-1,1415,1.1,0,-3,-12,-8,-5,1.1
COc1ccc2c(c1)CCc1cn3nc(C)cc3nc1-2,5,-5,1488,1,4,13,-12,-1,-22,1.2
NC(=O)CSc1nnc(-c2cccc(S(=O)(=O)N3CCOCC3)c2)n1C1CCCCCC1,12,-1,1609,1.1,4,2,-8,-7,3,1
CCC(CC)c1nnc(NC(=O)c2cccnc2SC)s1,-3,0,1619,1,11,-1,-7,-1,-3,1
CC(=O)Nc1ccc(S(=O)(=O)NNC(=O)c2cccc(Cl)c2)cc1,3,2,1624,1.1,14,7,-13,-6,9,0.9
CCC/C(=N\NC(=O)c1cccc(C)c1)c1ccccc1,-1,-1,1538,1,6,-4,-4,-4,9,0.9
C/C(N)=C(/C#N)C(=O)COC(=O)c1ccccc1O,3,1,1550,1,-2,7,-12,0,-2,1
CN(C)C(=O)c1cn(-c2ccccc2)nc1-c1cc2ccccc2o1,0,-2,1408,1,6,2,-10,-4,-10,1.1
O=C(NCc1ccco1)c1cc(-c2ccccc2)nc2ccccc12,4,-2,1752,1,8,1,-9,-3,32,0.7
c1nc(NCC2CCCO2)c2[nH]cnc2n1 (stereo not drawn),-2,nt,1596,nt,4,-6,nt,nt,nt,nt
Cc1ccc(NC(=O)N/C=C/c2ccco2)cc1,6,-3,1655,1.1,-2,3,-98,-5,-11,1.1
NC(=O)c1c(NC(=O)c2cccnc2)sc2c1CCCC2,4,-4,1513,1,-3,-2,-7,4,5,0.9
Cc1ccc(SCc2ccc(C(=O)Nc3cccc([N+](=O)[O-])c3)cc2)cc1,4,-5,1470,1,2,5,-8,0,9,0.9
NS(=O)(=O)c1ccc(CCNC(=O)CSc2ccc3ccccc3c2)cc1,2,-5,1676,1,4,13,-1,-3,21,0.8
CNS(=O)(=O)c1cc2c3c(cccc3c1)C(=O)NC2=O,0,-6,1484,1,1,3,-2,-1,-2,1
NC(=S)N/N=C/c1ccc(-c2cc(Cl)ccc2Cl)o1,1,4,1618,0.9,9,2,-46,10,30,0.7
Cc1cc2oc(=O)cc(CN3CCN(S(=O)(=O)c4cccs4)CC3)c2cc1C(C)C,1,1,1509,1.1,1,3,-31,-6,7,0.9
O=Cc1c(N2CCOCC2)nc2ccccn2c1=O,-1,0,1586,1.1,-5,1,-8,-6,12,0.9
O=S1(=O)N=CN(Cc2cccc(F)c2)c2ccccc21,5,0,1495,1,6,3,-11,-3,5,1

# From PubChem BioAssay
